# Bioassay records from PubChem.
# IMP-1 inh: IMP-1 metallo-beta-lactamase inhibitors, primary screen, biochemical, epi-absorbance readout, Pseudomonas aeruginosa enzyme. metallo-beta-lactamase IMP-1 (Pseudomonas aeruginosa). purified IMP-1, nitrocefin hydrolysis, epi-absorbance fluorescence. inhibition, % at 5.6 µM. actives 0.45% (n = 290,000). AID 1556, 2009;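 active = inhibition above the mean plus 3 SD of all compounds in the same screening run, cut at about 4.5% in these data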;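 note: 0% = IMP-1 with DMSO and 100% = DMSO wells lacking enzyme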
#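 Assay system: purified recombinant IMP-1 beta-lactamase. Input: IMP-1 0.2 nM before substrate addition. Buffer or medium: Zinc- and detergent-supplemented HEPES buffer, pH 7.1. Schedule: 25 °C, 15 min preincubation, 25 min reaction. Signal: Epi-absorbance fluorescence, 480 nm excitation, 530 nm emission. Evaluation: percent inhibition from optical density relative to buffer-blank wells.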
# IDE act: human IDE activators in live cells, primary screen, fluorescence polarization, HEK cells, FAbeta-B substrate; Insulin-degrading enzyme (Homo sapiens), P14735; FAbeta-B cleavage; 0% vehicle, 100% cell-free pure enzyme wells; activation, % at 5.96 µM; actives 0.073% (n = 340,000); AID 493087, 2011;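 active = activation above the mean of all tested compounds plus 3 SD, set per screening campaign, cut at about 17% in these data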
# HCV NS3 hel inh: inhibitors of HCV NS3 helicase, primary screen, biochemical, Cy5 molecular beacon fluorescence; inhibition, % at 10.9 µM; NS3 helicase DNA unwinding; AID 1800, 2009; actives 0.56% (n = 290,000); Hepatitis C virus NS3 helicase;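 active = inhibition above the mean of all tested compounds plus 3 SD, set per campaign, cut at about 35% in these data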;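 note: 0% = DMSO wells and 100% = thioflavine S control wells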
#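 Assay system: hepatitis C virus NS3 helicase domain fragment enzyme. Also added: annealed dual-labelled DNA beacon duplex, ATP-started. Timing: 1 h reaction at 25 °C, ATP-initiated. Technique: Cy5 fluorescence at 0 and 60 min, beacon hairpin quenching. Evaluation: % inhibition of unwinding. Replication: one well per compound.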
# PHOSPHO1 inh: PubChem AID 1565; Phosphoethanolamine/phosphocholine phosphatase (Homo sapiens), Q8TCT1; actives 1.1% (n = 290,000); recombinant PHOSPHO1, absorbance phosphatase assay; inhibition, % at 13.3 µM; in the data active = inhibition above about 60%
# Target sequence (Q8TCT1 whole entry, looked up): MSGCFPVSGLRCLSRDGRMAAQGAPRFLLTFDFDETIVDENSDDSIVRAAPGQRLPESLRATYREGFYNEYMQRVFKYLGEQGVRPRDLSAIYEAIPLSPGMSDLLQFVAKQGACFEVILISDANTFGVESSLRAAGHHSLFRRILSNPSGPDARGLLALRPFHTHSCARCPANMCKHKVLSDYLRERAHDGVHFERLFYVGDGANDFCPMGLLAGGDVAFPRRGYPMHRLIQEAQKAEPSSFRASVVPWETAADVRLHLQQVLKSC
# UBC9 SUMO inh: inhibitors of in vitro SUMOylation cascade, primary screen, biochemical, HTRF, uHTS | inhibition, % at 35 µM | AID 2006, 2009 | HTRF SUMOylation assay, SAE1/SAE2 + UBC9 | SUMO-conjugating enzyme UBC9 (Homo sapiens), P63279 | actives 0.36% (n = 290,000); in the data active = inhibition above about 50%, passing the limit was not always enough; note: strong numbers were not always called active
# Target sequence (P63279 whole entry, looked up): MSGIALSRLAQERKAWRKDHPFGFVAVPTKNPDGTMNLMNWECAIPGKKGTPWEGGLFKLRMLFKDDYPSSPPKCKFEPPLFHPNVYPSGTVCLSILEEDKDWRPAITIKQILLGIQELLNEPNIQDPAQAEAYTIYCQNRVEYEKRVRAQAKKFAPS
# p-CIP stab down: p/CIP-EGFP fusion destabilizers, primary screen, fluorescence, F442A cells; Q05BA5; 16 h; decrease of EGFP signal, % at 10 µM; actives 0.01% (n = 290,000); AID 1984, 2009;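 active = EGFP signal decrease of at least 30% at 10 µM or well 3 SD below plate mean, unless failing retest; inactive = the rest, including hits failing retest or dose response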; note: some compounds called inactive have numbers as strong as hits; many of its hits are not listed in these tables
# FID counter: compounds displacing fluorescent DNA intercalator, primary screen, artefact control for HCV NS3 helicase inhibitor project, biochemical, FID fluorescence | DNA fluorescent intercalator displacement | inhibition, % at 7.9 µM | actives 0.17% (n = 290,000); in the data active = inhibition above about 37%;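 note: 0% = vehicle and 100% = reference compound; higher means more ethidium bromide displaced from hairpin DNA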
# VIM-2 inhibitor: VIM-2 metallo-beta-lactamase inhibitors, primary screen, biochemical, epi-absorbance readout, Pseudomonas aeruginosa enzyme; actives 0.89% (n = 290,000); inhibition, % at 5.6 µM; purified VIM-2, nitrocefin hydrolysis, epi-absorbance fluorescence; AID 1527, 2009;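 active = inhibition above the mean of all tested compounds plus 3 SD, cutoff set per screening run, cut at about 7.5% in these data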;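 note: red hydrolysis product quenches plate fluorescence so inhibitors raise well fluorescence; 0% = enzyme with DMSO and 100% = DMSO without enzyme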
# MEKK3 PB1 HTS: modulators of MEKK3-MEK5 PB1 binding, primary screen, biochemical, wildtype MEKK3, multiplex bead flow cytometry, Alexa488-MEK5. bead-based flow cytometry, Alexa488-MEK5 binding to MEKK3; actives lie on both sides; 0 = blocked by unlabeled MEK5, 100 = vehicle. Mitogen-activated protein kinase kinase kinase 3 (Homo sapiens), Q99759. actives 1.4% (n = 290,000). binding response (% of control), % at 10 µM;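 active = binding response more than 3 SD above or below the average of its plate-row segment, actives on both sides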;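 note: Alexa488 bead fluorescence after subtracting the streptavidin-only scavenger bead signal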
# Target sequence (Q99759 whole entry, looked up): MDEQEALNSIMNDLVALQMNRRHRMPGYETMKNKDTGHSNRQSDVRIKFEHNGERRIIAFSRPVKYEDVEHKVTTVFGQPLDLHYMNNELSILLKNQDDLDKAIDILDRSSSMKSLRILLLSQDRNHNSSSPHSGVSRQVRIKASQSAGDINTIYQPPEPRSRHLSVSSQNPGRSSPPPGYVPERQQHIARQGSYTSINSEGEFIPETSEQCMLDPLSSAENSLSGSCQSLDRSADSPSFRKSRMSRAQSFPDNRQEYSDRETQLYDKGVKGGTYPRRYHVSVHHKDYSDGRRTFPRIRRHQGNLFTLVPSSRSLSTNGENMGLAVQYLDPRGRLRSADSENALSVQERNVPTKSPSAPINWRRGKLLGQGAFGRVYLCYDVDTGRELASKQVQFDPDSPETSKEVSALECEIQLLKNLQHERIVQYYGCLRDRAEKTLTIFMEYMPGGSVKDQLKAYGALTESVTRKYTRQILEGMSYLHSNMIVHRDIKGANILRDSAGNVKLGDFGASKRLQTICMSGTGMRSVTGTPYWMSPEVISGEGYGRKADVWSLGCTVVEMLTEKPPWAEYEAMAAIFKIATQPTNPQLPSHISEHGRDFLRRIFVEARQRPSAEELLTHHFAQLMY
# * marks the source's active call; other numbers are inactive results; . = no result given. Only part of the results is shown; count on the stated rates, not on these rows.
SMILES,IMP-1 inh,IDE act,HCV NS3 hel inh,PHOSPHO1 inh,UBC9 SUMO inh,p-CIP stab down,FID counter,VIM-2 inhibitor,MEKK3 PB1 HTS
COC(=O)c1ccc(NC(=O)CCS(=O)(=O)c2ccc(C)cc2)cc1,-1.7,1,-5,50,-1,-4,-12,-1.8,104
O=C(c1cc2cc([N+](=O)[O-])ccc2oc1=O)N1CCN(C2CCCCC2)CC1,-0.7,-3,-5,43,24,-28,1,-1.5,71
COc1ccc(CC(=O)OCC(=O)NCc2ccc(Cl)cc2)cc1,-1.3,2,2,57,3,-7,-16,-0.7,108
CCOC(=O)c1c(CN2CCCCC2)n(C)c2cc(Br)c(O)cc12,-1.0,3,7,-2,15,-4,8,-1.3,103
Cc1c(C(=O)NC(=S)Nc2ccc(N3CCOCC3)cc2)cccc1[N+](=O)[O-],-2.2,1,-4,14,5,-3,7,-0.3,86
N#C/C(=C\c1cccnc1)c1ccc(Br)cc1,-1.8,-7,-6,-10,13,1,-14,-1.3,102
COc1ccc(N2CCN(C(c3ccccc3)c3nnnn3Cc3ccc(F)cc3)CC2)cc1 (configuration not stated),1.5,5,7,-5,-11,-9,-1,2.1,101
Cc1c(N)cccc1-n1cnnn1,-1.1,4,15,12,-11,10,-6,-2.5,102
Cc1cccc(CN2CCNC2=O)c1,-5.1,-2,3,-3,6,5,-4,-2.3,103
COc1ccc(CN(Cc2cc3ccc(C)cc3[nH]c2=O)Cc2nnnn2C2CCCC2)cc1,.,-2,.,31,32,-7,.,.,100
O=C(Nc1ccccc1-c1nnn(CC(=O)N2CCCc3ccccc32)n1)c1ccc(Cl)cc1,2.9,-2,5,-6,13,-26,-2,-0.6,93
Cc1c(Cl)cccc1NS(=O)(=O)c1c(C(=O)N2CCOCC2)c(C)n(C)c1C,1.1,3,4,43,-11,8,-36,-0.6,101
CC(C(=O)NC1C=CS(=O)(=O)C1)N1C(=O)/C(=C\c2ccccc2)SC1=S (configuration not stated),0.8,-3,6,7,-12,1,-44,-0.1,104
COc1cc(/C=C(\NC(=O)c2ccccc2)C(=O)Nc2nccs2)ccc1OC(C)=O,-0.1,2,8,29,-6,-10,-16,-1.4,101
CCOC(=O)CCNC(=O)N1CCCC(CNS(=O)(=O)c2cccs2)C1 (configuration not stated),-1.4,7,3,26,7,6,-15,-3.3,101
CCOc1ccc(OCCCCNCCN)cc1,-0.1,.,-3,6,11,2,7,1.6,.
CCOC(=O)c1cc(CC)sc1NC(=O)Cc1ccsc1,0.2,2,-8,18,-32,-8,-11,-2.5,106
CC(C)[C@H](NC(=O)N1CC(=O)Nc2ccccc21)C(=O)N1CCC[C@@H]1C(=O)O,-5.1,4,-2,29,4,8,-3,-2.8,104
CC(C)(C)OC(=O)C(Cc1ccc(OC(C)(C)C)cc1)NC(=O)CNC(=O)OCc1ccccc1 (configuration not stated),-2.0,4,-1,-5,-16,1,-43,0.0,99
O=c1[nH][nH]c2nc(C(F)(F)F)cc(C(F)(F)F)c12,-3.1,-3,16,18,7,-7,-3,-2.7,103
O=C(COC(=O)CNC(=O)c1ccco1)NCc1ccc(F)cc1,-3.6,6,2,-16,-9,5,-3,-0.7,98
CC(C)CCNC(=O)c1onc(CSc2ccc(Cl)cc2)c1C(=O)NCCC(C)C,.,4,.,31,-18,-1,.,.,105
COC(=O)C1CCN(C(=O)COC(=O)CCc2nc3ccccc3c(=O)[nH]2)CC1,-2.7,1,2,9,-3,-4,-6,-2.9,104
CSc1ccc(CNC(=O)Cn2nc(C)c3c(C)n(-c4ccc(C)cc4)nc3c2=O)cc1,-3.2,9,10,13,.,-8,-6,-3.8,102
COc1cc(C)ccc1OCCOCCOc1ccccc1[N+](=O)[O-],2.3,0,-20,-12,-10,9,-26,-4.4,102
COc1ccc(N2C(=O)C(CC(=O)O)S/C2=C\C(C)=O)cc1 (configuration not stated),-2.5,-1,7,40,6,14,-2,-0.3,106
COc1ccc(Cc2nnc(SCC(=O)Nc3nc(C)cs3)o2)cc1,0.3,-1,1,-28,-6,-14,-17,-4.5,94
COc1cccc(N(CC(=O)N2CCOCC2)S(C)(=O)=O)c1,0.9,8,3,13,4,10,-5,2.6,99
COc1ccc(OC)c(CCNC(=O)c2ccc3c(c2)N(Cc2ccccc2)CCS3)c1,-4.7,-1,6,54,-7,-9,-38,-3.4,100
CCNc1nc(SC)nc(N(C#N)CC(=O)OC)n1,-2.6,5,-10,15,5,2,1,0.8,93
CC(C)(C)C(=O)N/C(N)=N/c1nc2ccccc2o1,-4.1,6,-9,10,0,-18,-16,-2.2,100
CS(=O)(=O)c1ccc2nc(NC(=O)C3C4C=CC(C4)C3C(=O)O)sc2c1 (configuration not stated),-3.3,7,-5,-17,12,6,14,-0.5,104
CCOc1ccc(S(=O)(=O)NCc2cccnc2)c2ccccc12,0.5,4,-1,39,4,-16,-21,1.6,96
COc1ccc(S(=O)(=O)Nc2cccnc2)cc1,-2.4,2,5,-6,17,-7,-1,-3.6,103
N#Cc1ccc(-c2ccc(OCC(=O)Nc3cccnc3)cc2)cc1,-2.1,-2,-9,22,8,-12,-27,-2.6,105
Fc1ccc(NC(=S)N2CCc3ccccc3C2)c(F)c1,-2.8,-2,0,15,-14,-7,-4,-2.2,99
O=C(NCc1ccccc1)c1ccc(NC(=O)C2CCCO2)cc1 (configuration not stated),-1.5,0,6,15,-3,-19,-15,-2.2,102
O=C(O)CSc1ncccn1,-1.9,1,4,8,16,6,1,-3.9,111
COC(=O)c1ccc(COC(=O)c2ccccn2)cc1,-0.4,-1,5,-34,10,-8,-3,-4.0,108
CCOc1cc(/C=N\NC(=O)CC(=O)NCCc2ccccc2)ccc1O,-3.4,6,-2,15,3,-4,-10,-5.2,118
CCC(=O)N1CCc2cc(S(=O)(=O)CCC(=O)Nc3ccc(C(C)=O)cc3)ccc21,-3.3,5,2,17,17,-10,-32,-1.6,102
O=C(O)/C(=C\c1cccc(OCc2ccccc2)c1)c1ccc(F)cc1,2.2,-3,-2,17,4,-3,-9,-0.6,94
O=C(CCSc1ccccc1Cl)Nc1cccc([N+](=O)[O-])c1,-3.8,1,0,18,-6,-13,20,-2.2,94
O=C(NNS(=O)(=O)c1ccccc1)c1ccc(O)cc1,-1.4,0,-3,16,-16,-8,8,-2.0,87
C=CCNC(=O)c1ccc(C)cc1Cl,-2.3,4,-7,-25,8,6,2,-1.8,103
Cc1cccc(OCC(=O)N/N=C/c2cc([N+](=O)[O-])ccc2N2CCOCC2)c1,-1.5,-1,11,6,26,-7,-6,-2.2,90
Cc1ccccc1NC(=S)NCc1ccc(Cl)cc1,-4.9,-1,-5,-22,8,-9,-4,-4.9,103
O=C(Nc1nccs1)c1cn(-c2ccccc2)nc1-c1ccncc1,-3.2,2,2,42,-38,1,-8,-3.1,108
O=C(COC(=O)c1ccco1)Nc1ccc(Br)cc1,-5.0,-1,-1,11,-6,-7,1,-1.4,96
COc1ccc(N2CCN(S(=O)(=O)c3c(C)[nH]c(C)c3C(=O)N3CCCC3)CC2)cc1,-1.9,-6,-1,38,6,-19,-30,-1.9,98
# Going on with the list.
SMILES,IMP-1 inh,IDE act,HCV NS3 hel inh,PHOSPHO1 inh,UBC9 SUMO inh,p-CIP stab down,FID counter,VIM-2 inhibitor,MEKK3 PB1 HTS
Cc1ccc(NC(=O)CS(=O)CC(=O)N(C(C)C(=O)NC2CCCCC2)C(C)(C)C)cc1 (configuration not stated),-2.5,4,5,-6,12,2,-31,-0.8,99
O=c1oc(-c2ccccc2)nc2c1cnn2-c1ccccc1,-1.3,3,-6,-16,8,-7,0,-0.1,102
COc1ccc(OC)c(NC(=O)NCc2ccc(F)cc2)c1,-1.2,0,7,-28,-6,6,0,-1.4,104
Cc1ccc(CNC(=O)CCc2c(C)[nH]c(=O)c(C#N)c2C)cc1,-2.1,2,1,40,7,-11,-6,-0.7,101
Cc1ccc2c(c1)C1(SCCS1)C(=O)N2,3.4,3,-4,19,18,-6,-5,-1.7,107
O=C(COC(=O)c1cc(-c2cccs2)nc2ccccc12)NCc1ccco1,-2.8,-1,9,20,53,-6,-10,-1.6,107
CCn1ccnc1CNC(=O)c1ccc2oc(C(C)C)nc2c1,-3.8,2,3,-1,-2,-4,-4,-3.4,98
CCCCOc1ccc(C(=O)N2CCCC2C(=O)O)cc1 (configuration not stated),-3.3,0,5,6,-5,-5,-4,-3.5,107
COCc1cc(=O)n2[nH]c(-c3ccco3)cc2n1,-3.3,8,-7,20,21,-2,-2,-2.1,103
Cc1ccc(S(=O)(=O)N(CC(=O)NCc2ccccn2)c2ccc(Cl)cc2)cc1,-3.3,2,-7,29,6,-30,-47,-4.1,101
CCOc1ccccc1CSc1nc2ccccc2[nH]1,-1.0,0,-8,-4,9,0,-6,-1.0,96
CCc1c(C)sc(NC(=O)c2cc(CC(C)C)on2)c1C#N,-4.0,1,13,-2,4,0,-6,0.5,100
Cc1cccnc1NC(=O)NC(=O)c1ccc(C(C)(C)C)s1,-2.1,10,8,28,7,0,-11,-0.6,95
COc1ccc(-c2noc(C3CCCN(S(=O)(=O)c4cccc(Cl)c4)C3)n2)cc1OC (configuration not stated),-0.8,1,0,1,4,-8,4,-0.9,100
Cc1cc(C)nc(NS(=O)(=O)c2ccc(NC(=O)CN3C(=O)C4CC=CCC4C3=O)cc2)n1 (configuration not stated),-1.5,2,-3,4,8,-6,-6,-2.1,96
COC(=O)C1=C(C)N(c2cccc(Cl)c2)C(=O)C1,-1.3,6,11,24,0,-10,-20,-1.1,86
COc1ccc(N(C)C(=O)Cc2c(C(=O)O)[nH]c3ccccc23)cc1,-1.3,9,6,5,3,2,-31,0.3,109
CCCCn1c(N)c(N(CCC(C)C)C(=O)C2=COCCO2)c(=O)[nH]c1=O,0.2,4,-6,24,17,13,-15,-1.7,101
Cc1sc2ncnc(N3CCC(C(=O)NCC(=O)Nc4ccc(F)c(F)c4)CC3)c2c1C,-2.2,0,-17,34,-2,-9,-27,-1.6,99
O=S(=O)(c1cnc[nH]1)N1CCc2ccccc21,-1.2,2,-3,-6,15,0,2,-0.7,108
CCCCOC(=S)NC(=O)c1sc2ccccc2c1Cl,-4.8,-3,5,24,-7,-6,-9,-2.4,98
